Source: PubChem
ALDH1A1 inh – blocks purified human ALDH1A1 activity; Potency, µM (doses to about 75.3 µM), for the others: at the top dose activity, negative = inhibition, usual class: inhibitors; Purified ALDH1A1, NADH fluorescence, propionaldehyde substrate; P00352; hit rate 7.3% among 220,000; active = well fitted inhibition curve with a large enough effect, not every such curve was filed as active; inconclusive = small, poorly fitted or top-dose-only effect, or another doubt; inactive = no such curve, though single readings can be large or run the other way;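 also: plate controls were no enzyme wells and a reference inhibitor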
Target sequence (P00352 whole entry, looked up): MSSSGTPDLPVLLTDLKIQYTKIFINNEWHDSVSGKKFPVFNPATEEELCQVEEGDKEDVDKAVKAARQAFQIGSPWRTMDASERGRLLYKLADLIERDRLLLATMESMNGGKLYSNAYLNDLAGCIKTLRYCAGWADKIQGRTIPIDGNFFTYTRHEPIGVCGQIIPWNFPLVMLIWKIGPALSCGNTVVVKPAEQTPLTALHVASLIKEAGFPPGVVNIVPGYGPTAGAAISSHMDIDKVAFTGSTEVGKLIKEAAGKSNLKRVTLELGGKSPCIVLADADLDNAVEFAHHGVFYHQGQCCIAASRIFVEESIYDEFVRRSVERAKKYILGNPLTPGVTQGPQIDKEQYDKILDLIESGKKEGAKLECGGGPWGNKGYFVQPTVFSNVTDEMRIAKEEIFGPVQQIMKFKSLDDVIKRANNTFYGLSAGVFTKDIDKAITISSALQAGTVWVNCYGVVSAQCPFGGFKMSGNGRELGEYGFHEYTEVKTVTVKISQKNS
KinaseGlo FLuc – Kinase-Glo luciferase inhibition (counter-screen). Kinase-Glo luciferase, ATP luminescence, 8 min. Potency, µM (series often up to 38.3 µM), inactives show at the top dose activity change, negative = inhibition, usual class: inhibitors. hit rate 0.28% among 200,000; also: % is scaled to controls: 0 for no effect and ±100 for the full control effect; nearly all actives have a fitted effect of over 60% in size
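Substrate mix (final 50 mM imidazole pH 7.2, 50 mM KCl, 7 mM MgCl2, 10 uM ATP, 0.01% Tween 20, 0.05% BSA) plus pin-tool compound, then Kinase-Glo detection mix; 8 min ambient, luminescence read.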
SMN2 splice enh – increases expression of the SMN2 splice variant. HEK293 SMN2-luciferase splicing reporter, luminescence, 30-36 h. Potency, µM (doses to about 46.1 µM), inactives show at the highest dose activity change, positive = activation, usual class: activators. hit rate 2.8% among 210,000. AID 1458; also: % of control where 0% means no effect; nearly all actives have a fitted effect of over 55% in size
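HEK293 cells carry an SMN2 minigene-luciferase reporter in which exon 7 inclusion puts luciferase in frame. Cells were seeded at 2000 cells/well, attached for 10-12 hours, then exposed to compounds for 30-36 hours at 37C before ONE-Glo luminescence.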
Tau fibril ThT – blocks human tau fibril formation measured by thioflavin T. P10636. recombinant tau K18 P301L (four-repeat tau fragment), heparin-induced fibrillization, ThT fluorescence. Potency, µM (titrated, usually from 57.4 µM), for inactives: at the highest dose activity, negative = inhibition, usual class: inhibitors. hit rate 2.1% among 270,000. AID 1460; also: % is scaled to controls: 0 for no effect and ±100 for the full control effect; nearly all actives have a fitted effect of over 55% in size
Target sequence (P10636 561-689 P618L limits assumed): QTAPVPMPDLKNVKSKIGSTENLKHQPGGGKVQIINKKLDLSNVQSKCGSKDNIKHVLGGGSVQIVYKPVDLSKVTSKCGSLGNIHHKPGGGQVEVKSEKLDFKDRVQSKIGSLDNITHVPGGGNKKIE
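Tau K18 P301L fragment (15 uM unlabeled plus 0.24 uM Alexa 594-labeled) in 100 mM sodium acetate pH 7 with compound, fibrillization induced by 20 uM heparin for 6 hr at 37 C. Thioflavin T (30 uM) added, fluorescence read after 1 hr (ex 450, em 510 nm).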
RECQ1 helicase – inhibitors of human RECQ1 DNA helicase; P46063; RECQ1 DNA unwinding, red fluorescence kinetic read; Potency, µM (highest dose often 57.3 µM), without a hit: at the highest dose activity, negative = inhibition, actives largely listed as inhibitors; hit rate 0.54% among 240,000; AID 2549;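 also: plate controls were vehicle for no effect and no enzyme for full effect; nearly all actives have a fitted effect of over 30% in size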
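RECQ1T1 50 nM; forked duplex (20 bp + 30-nt ss tails) 200 nM, ATP 2 mM final; pH 8.0, 2 mM MgCl2, 2.5 ug/ml poly(dI-dC); 15 min compound preincubation; discontinuous kinetic read over 2 h at RT.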
L3MBTL1 inh – blocks human L3MBTL1. Q9Y468. AlphaScreen L3MBTL1–H3K9me1 peptide binding. Potency, µM (doses to about 57.1 µM), for inactives: at the highest dose activity, negative = inhibition, actives largely listed as inhibitors. hit rate 0.66% among 230,000. AID 485360; also: % is scaled to controls: 0 for no effect and ±100 for the full control effect; nearly all actives have a fitted effect of over 60% in size
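L3MBTL1 (50 nM) pre-complexed 30 min with biotinylated H3(1-15)K9me1 peptide (75 nM), then compounds added for 30 min at room temperature; AlphaScreen streptavidin donor/nickel chelate acceptor beads (10 ug/mL final) read after 30 min dark incubation.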
Lamin A splicing – modulators of lamin A splicing; hit rate 0.01% among 200,000; Potency, µM (titrated, usually from 46.1 µM), without a hit: at the highest dose ratio change, negative = inhibition, most hits filed as inhibitors; HeLa LMNA splicing GFP/RFP minigene ratio, 48 h; active = well fitted inhibition curve with a large enough effect in the signal ratio, with a control signal flat, not every such curve was filed as active; inconclusive = small, poorly fitted or top-dose-only effect, or effect the other way, or a change in a side signal; the % refers to the signal ratio; also: % is scaled to controls: 0 for no effect and ±100 for the full control effect
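Read-out is the ratio of GFP to DsRed2 object intensity, acquired by 488 nm laser-scanning cytometry on HeLa lamin A-EGFP minigene reporter cells. Compound incubation 48 hrs at 37 °C in Opti-MEM with 2% FBS; DMSO 0.5% final.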
KDM4E inh – blocks human JMJD2E demethylase activity | hit rate 1.6% among 230,000 | B2RXH2 | Potency, µM (series often up to 57.1 µM), for the others: at the highest dose activity change, negative = inhibition, most hits filed as inhibitors | AID 2147 | JMJD2E catalytic domain, FDH-coupled NADH fluorescence (FDH is formaldehyde dehydrogenase); active = well fitted inhibition curve with a large enough effect, not every such curve was filed as active; inconclusive = small, poorly fitted or top-dose-only effect, or another doubt; inactive = no such curve, though single readings can be large or run the other way;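 also: 0% = wells with enzyme and -100% = buffer wells without enzyme; nearly all actives have a fitted effect of over 50% in size; many of its hits are not listed in these tables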
Target sequence (B2RXH2 1-337 limits assumed): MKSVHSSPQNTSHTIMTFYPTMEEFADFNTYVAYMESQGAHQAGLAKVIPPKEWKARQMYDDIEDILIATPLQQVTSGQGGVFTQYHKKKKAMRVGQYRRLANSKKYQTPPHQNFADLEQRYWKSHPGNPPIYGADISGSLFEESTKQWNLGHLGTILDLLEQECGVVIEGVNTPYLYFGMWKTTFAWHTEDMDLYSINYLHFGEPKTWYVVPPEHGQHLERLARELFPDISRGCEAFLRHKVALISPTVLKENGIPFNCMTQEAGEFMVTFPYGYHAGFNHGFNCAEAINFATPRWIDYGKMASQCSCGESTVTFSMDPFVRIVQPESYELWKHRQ
* hit, by the source's call; i = inactive; ? = inconclusive; . = no result given; [ ] = another dose, or the depositor's remark. Unless noted, calls follow the shape of the dose curve; as a rule, active = well fitted curve in the direction sought with a large enough effect; inconclusive = small, poorly fitted or top-dose-only effect, or another doubt; inactive = no such curve, though single readings can be large; an effect the other way counts as inactive or inconclusive. Potency is read from the fitted curve at half-maximal effect. An excerpt. The share of hits here may be higher or lower than overall.

SMILES	ALDH1A1 inh	KinaseGlo FLuc	SMN2 splice enh	Tau fibril ThT	RECQ1 helicase	L3MBTL1 inh	Lamin A splicing	KDM4E inh
O=c1cc2c(nn1Cc1ccc(F)cc1)-c1ccccc1CC2	?	8%	.	-9%	-6%	10%	.	-17%
Cn1c(=O)c2c(nc(SCC(=O)N3c4ccccc4CCc4ccccc43)n2C)n(C)c1=O	?	0%	-10%	3%	i	2%	-7%	7%
CC(NC(=O)c1ccccc1Br)c1ccc2c(c1)CCCC2 (stereo unspecified)	-10%	-2%	-12%	-7%	-3%	5%	2%	-4%
COc1cccc(NC(=S)Nc2cccnc2)c1	-2%	-2%	-3%[1.84 µM]	-8%	-8%	8%	-7%	-26%
CNC(=O)Nc1ccc2snnc2c1	?	-1%	-6%	-11%	-10%	.	4%	?
Cc1cccc2cn[nH]c12	-4%	.	.	-2%	i	.	.	10%
O=C(CSc1nc2ccccc2o1)NCc1n[nH]c(=O)c2ccccc12	10%	-5%	0%	-13%	-2%	4%	15%	4%
CCc1ccc(NC2=NC(C(=O)c3ccccc3)CC(=O)N2)cc1 (stereo unspecified)	-3%	-2%	0%	-11%	2%	1%	-6%	-2%
COc1cc(N/N=C(\C)c2ccc(O)c(C)c2)nc(-c2ccccc2)n1	-17%	3%	.	?	-14%	-15%	?	32µM*
Cc1cccc(N2CCN(C(=O)C(Cc3ccccc3)n3cccc3)CC2)c1C (stereo unspecified)	-4%	5%	-17%	?	-11%	-8%	?	1%
CCOC(=O)CCCNC(=O)N1CCc2nc(-c3ccc(OC)cc3C)c3c(c2C1)CO[C@@H](c1ccccc1)C3	?	-1%[7.66 µM]	-4%[9.22 µM]	-2%[11.5 µM]	i[11.5 µM]	.	-6%[9.22 µM]	-6%[11.4 µM]
Clc1ccc(C[n+]2cc(-c3ccc(Cl)cc3)n3c2CCC3)cc1	.	.	.	-6%	-5%	8%	.	3%
Cc1ccc(C(C)C)cc2c(C)ccc1-2	10%	-1%	-11%	-4%	2%	.	?	0%
COc1cc(OC)cc(C(=O)NCC(=O)OCC(=O)/C=C2/N(C)c3ccccc3C2(C)C)c1	?	-3%	-11%	?	-26%	?	.	?
CN1C2C=C3C(C#N)=C(N)C(C#N)(C#N)[C@@H](c4ccsc4)[C@@H]3C1CC2 (stereo partly specified)	?	1%	16%	?	12%	33%[activator][11.4 µM]	-6%	?
OCCNc1nc2ccc(Cl)cc2[nH]1	3%	-3%	3%	-8%	-15%	2%	-1%	5%
COc1ccccc1N1CCN(CC(O)COc2ccc3c(C)cc(=O)oc3c2)CC1 (stereo unspecified)	?	6%	-12%	-13%	7%	-2%	1%	?
Cc1cccc(OCCC(=O)Nc2ccc(S(=O)(=O)N3CCCC3)cc2)c1	?	-3%	-10%	-4%	-4%	2%	12%	0%
O=C(Cc1c[nH]c2ccccc12)N1CCc2ccccc21	?	1%	28%	?	-3%	-15%	5%	-7%
Cc1ccc(C)n1NC(=O)c1ccco1	-8%	5%	-4%	-15%	1%	-3%	?	-6%
C(=C\c1cc(/C=C/c2ccccc2)ncn1)/c1ccccc1	?	2%	-5%	-11%	-3%	11%	9%	?
O=C(CCc1ccccc1)NNC(=O)Nc1ccccc1	10%	-1%	15%	4%	20%	0%	.	22%
COc1ccc2cc(C)c(SCC(=O)Nc3cc(C)on3)nc2c1	0%	2%	-15%	-4%	5%	7%	1%	-4%
O=C(CC(=O)N/N=C/c1ccc(Cl)cc1Cl)NCc1ccccc1	6%	-3%	-19%	2%	-3%	0%	10%	0%
O=C(CSc1nnc2n1CCCN2C(=S)Nc1ccc(Cl)cc1)c1ccccc1	?	-1%	-61%[inhibitor]	11%	-12%	-2%	?	-2%

Retrieved one by one from above, 2 records:
SMILES	ALDH1A1 inh	KinaseGlo FLuc	SMN2 splice enh	Tau fibril ThT	RECQ1 helicase	L3MBTL1 inh	Lamin A splicing	KDM4E inh
COc1ccc2cc(C)c(SCC(=O)Nc3cc(C)on3)nc2c1	0%	2%	-15%	-4%	5%	7%	1%	-4%
CC(NC(=O)c1ccccc1Br)c1ccc2c(c1)CCCC2 (stereo unspecified)	-10%	-2%	-12%	-7%	-3%	5%	2%	-4%

Next compounds.
SMILES	ALDH1A1 inh	KinaseGlo FLuc	SMN2 splice enh	Tau fibril ThT	RECQ1 helicase	L3MBTL1 inh	Lamin A splicing	KDM4E inh
COc1ccc(NC(=O)C2CCC(=O)N2S(=O)(=O)c2ccc(C)cc2)c(OC)c1 (stereo unspecified)	-1%	-2%	-12%	3%	-9%	.	-2%	-1%
COc1ccc(/C=C2\CCCC3C2=NN(C(=O)CSc2ncn[nH]2)C3c2ccc(OC)cc2)cc1 (stereo unspecified)	?	0%	-18%	-12%	-8%	-2%	?	?
Nc1cc(C(=O)N2CCCC2)cc(C(=O)N2CCCC2)c1	-5%	0%	-4%	-2%	-15%	12%	-1%	?
COc1ccc(CNC(=O)COC(=O)CCc2nc3ccccc3c(=O)[nH]2)cc1	-10%	1%	-9%	2%	-1%	17%	.	3%
Cc1c(NC(=O)c2ccc(-c3ccc([N+](=O)[O-])cc3Cl)o2)c(=O)n(-c2ccccc2)n1C	-4%	-4%	-15%	?	-1%	-13%	5%[46 µM]	2%
Cc1ccc(-n2cc(CN3CCN(C(=O)c4ncn[nH]4)CC3)c(-c3ccc(F)cc3)n2)cc1	.	.	.	-17%	0%	44%[activator]	.	?
Cn1c(O)c(N=Nc2nc(-c3ccccc3)cs2)c2ccccc21	?	0%	18%	2µM*	-2%	-10%	-3%	-12%
NC(=O)COC(=O)c1ccccc1Oc1ccccc1	6%	-3%	17%	-4%	-2%	.	.	-7%
COc1ccccc1Oc1ccc(Oc2ccccc2OC)cc1	?	-4%	9%	3%	-15%	63%[activator]	54%[46 µM]	0%
O=C(C1CCC1)N1CCN(Cc2ccccc2)CC1	-2%	-5%	-1%	-8%	-4%	5%	8%	12%
CS(=O)(=O)N1CCC(CO)(Cc2ccccc2C(F)(F)F)CC1	-10%	-2%	.	-8%	-4%	2%	-3%[46 µM]	4%
O=C(O)CC(c1ccccc1)n1cccc1 (stereo unspecified)	6%	0%	-9%	-11%	2%	-1%	-1%	4%
CN(C(=O)c1coc(=O)c2ccccc12)c1ccc(F)cc1	6%	.	.	?	i	4%	-4%	2%
CNC(=O)C1CC(=O)N/C(=N/N=C(\C)c2cccs2)S1 (stereo unspecified)	1%	1%	0%	-1%	-21%	10%	6%[0.0737 µM]	-8%
CCOC(=O)c1ccc(NC(=O)CC2C(=O)N(c3ccccc3)C(=O)N2CCCOC)cc1 (stereo unspecified)	?	-2%	-33%	2%	i	.	-14%	-3%
COC(=O)c1cn(NC(=O)c2ccc3c(c2)OCO3)c(=O)c2ccccc12	-17%	4%	?	3%	-3%	.	-19%	0%
O=C(NNC(=S)NCc1ccco1)C(c1ccccc1)c1ccccc1	2%	0%	0%	-2%	i	-1%[11.4 µM]	-17%[46 µM]	6%
CC1CCc2onc(C(=O)NCc3ccco3)c2C1 (stereo unspecified)	?	-1%	1%	-5%	i	.	-1%[46 µM]	2%
Cc1cc2nccc(-c3ccc(Cl)c([N+](=O)[O-])c3)n2n1	-11%	0%	0%	-16%	-6%	30%[activator]	7%[46 µM]	-4%
O=C(Nc1ccn(-c2ccccc2)n1)c1ccc(S(=O)(=O)N2CCCCCC2)cc1	?	1%	-72%[inhibitor]	-3%	i	2%	?	?
CCOc1cc(C(=S)N2CCOCC2)ccc1OS(=O)(=O)c1ccccc1	-7%	2%	-34%[inhibitor]	6%	-6%	-10%	?	-4%
CCNC(=S)NCCN1CCCCC1	12%	0%	-5%	-13%	i	.	-1%	6%
Cc1ccc(Cl)cc1N1CCN(C(=O)C2CCN(S(=O)(=O)c3c(C)nn(C)c3C)CC2)CC1	-1%	5%	-30%[inhibitor]	-21%	i	-3%	?	-4%
Nc1ccccc1-c1nc2ccccc2[nH]1	?	-8%	?	?	-18%	3%	-1%	?
CCOC(=O)/C=C(\C)Sc1cc(=O)oc2ccccc12	?	0%	?	?	i	19%	?	-3%
O=C(COC(=O)C1CCN(S(=O)(=O)c2ccccc2C(F)(F)F)CC1)NCc1ccc(F)cc1	1%	0%	?	5%	-2%	-8%	?	-2%
O=C(NCc1ccccc1)C(c1ccc(O)cc1)N(C(=O)Cn1nnc(-c2cccs2)n1)c1ccc2c(c1)OCCO2 (stereo unspecified)	-3%	3%	9%	9%	-6%	0%	-11%	-4%
Nc1nsnc1C(=O)NCCO	?	-2%	9%	2%	i	47%[activator]	11%	?
COc1ccc(C(=O)Cn2c(Br)nc3c2c(=O)n(C)c(=O)n3C)cc1OC	7%	-2%	-47%[inhibitor]	-1%	-1%	2%	1%	2%

Entries listed so far printed as active in Tau fibril ThT:
smiles	ALDH1A1 inh	Tau fibril ThT	RECQ1 helicase	L3MBTL1 inh	Lamin A splicing	KDM4E inh
Cn1c(O)c(N=Nc2nc(-c3ccccc3)cs2)c2ccccc21	?	2µM*	-2%	-10%	-3%	-12%

Gathered by group, the entries above with fluorine.
SMILES	ALDH1A1 inh	KinaseGlo FLuc	SMN2 splice enh	Tau fibril ThT	RECQ1 helicase	L3MBTL1 inh	Lamin A splicing	KDM4E inh
O=c1cc2c(nn1Cc1ccc(F)cc1)-c1ccccc1CC2	?	8%	.	-9%	-6%	10%	.	-17%
Cc1ccc(-n2cc(CN3CCN(C(=O)c4ncn[nH]4)CC3)c(-c3ccc(F)cc3)n2)cc1	.	.	.	-17%	0%	44%[activator]	.	?
CS(=O)(=O)N1CCC(CO)(Cc2ccccc2C(F)(F)F)CC1	-10%	-2%	.	-8%	-4%	2%	-3%[46 µM]	4%
CN(C(=O)c1coc(=O)c2ccccc12)c1ccc(F)cc1	6%	.	.	?	i	4%	-4%	2%
O=C(COC(=O)C1CCN(S(=O)(=O)c2ccccc2C(F)(F)F)CC1)NCc1ccc(F)cc1	1%	0%	?	5%	-2%	-8%	?	-2%
